BLM inh: blocks DNA unwinding by human BLM helicase; P54132; recombinant BLM DNA unwinding, fluorescence dequenching; Potency, µM (series often up to 56.1 µM), for inactives: at the highest dose activity change, negative = inhibition, actives largely listed as inhibitors; actives 0.2% (n = 350,000); AID 2528;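 further: plate controls were vehicle for no effect and no enzyme for full effect; nearly all actives have a fitted effect of over 35% in size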
G9a block: inhibitors of human histone lysine methyltransferase G9a; Q96KQ7; G9a H3K9 monomethylation, AlphaScreen, 2 h; Potency, µM (top dose mostly 102 µM), for the others: top-dose activity, negative = inhibition, actives largely listed as inhibitors; actives 8.8% (n = 350,000); further: on the % scale 0 is the no-effect control and ±100 the full control effect; nearly all actives have a fitted effect of over 75% in size
Target sequence (Q96KQ7 913-1193 limits assumed): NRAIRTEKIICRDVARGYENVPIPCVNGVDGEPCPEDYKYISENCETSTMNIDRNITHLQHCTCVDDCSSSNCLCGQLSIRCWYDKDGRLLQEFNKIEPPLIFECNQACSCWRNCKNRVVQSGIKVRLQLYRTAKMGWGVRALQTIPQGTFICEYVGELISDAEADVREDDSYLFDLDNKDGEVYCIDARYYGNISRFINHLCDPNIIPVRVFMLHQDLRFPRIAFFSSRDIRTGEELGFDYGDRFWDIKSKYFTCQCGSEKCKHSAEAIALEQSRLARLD
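Step 1: enzyme (final 20 nM) with compound, 15 min RT. Step 2: substrate peptide 500 nM and SAM 20 uM, 2 h RT. Step 3: anti-H3K9me1 antibody and AlphaScreen beads, 10 min, then plate read.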
APEX1 inh: blocks human APE1 abasic DNA cleavage. P27695. recombinant APE1, TAMRA/BHQ-2 abasic DNA cleavage fluorescence. Potency, µM (titrated, usually from 65.8 µM), without a hit: top-dose activity change, negative = inhibition, most hits filed as inhibitors. actives 0.35% (n = 350,000);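 further: plate controls were vehicle for no effect and reference inhibitor for full effect; nearly all actives have a fitted effect of over 55% in size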
Target sequence (P27695 whole entry, looked up): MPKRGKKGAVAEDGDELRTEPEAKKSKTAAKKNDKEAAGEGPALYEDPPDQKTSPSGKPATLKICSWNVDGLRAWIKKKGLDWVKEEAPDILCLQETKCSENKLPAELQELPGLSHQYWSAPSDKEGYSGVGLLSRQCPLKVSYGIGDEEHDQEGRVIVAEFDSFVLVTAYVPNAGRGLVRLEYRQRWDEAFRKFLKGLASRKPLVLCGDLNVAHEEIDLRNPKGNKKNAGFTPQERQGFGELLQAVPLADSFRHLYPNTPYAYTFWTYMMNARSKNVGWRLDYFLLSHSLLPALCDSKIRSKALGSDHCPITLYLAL
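APE1 at 0.75 nM final was preincubated with compound 15 min at room temperature, then 50 nM double-stranded THF abasic-site substrate (5'-TAMRA/3'-BHQ-2) was added. Fluorescence (ex 525/em 598 nm) was read kinetically; third-minus-first read gave activity.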
Pol beta inh: inhibitors of human DNA polymerase beta; AID 485314; Potency, µM (series often up to 114 µM), for inactives: at the highest dose activity change, negative = inhibition, most hits filed as inhibitors; actives 1.3% (n = 340,000); Pol beta primer extension/strand displacement, fluorescence kinetic; further: on the % scale 0 is the no-effect control and ±100 the full control effect
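Reaction started by 50 nM substrate onto compound-treated Pol beta (10 nM, 15 min preincubation, room temperature); plates read at 0 min and 10 min. Normalized concentration-effect data fitted by four-parameter Hill equation.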
BAZ2B inh: inhibitors of human BAZ2B bromodomain; Q9UIF8; AlphaScreen BAZ2B-H3K14Ac peptide displacement; Potency, µM (series often up to 114 µM), without a hit: top-dose activity change, negative = inhibition, most hits filed as inhibitors; actives 4.4% (n = 360,000); further: on the % scale 0 is the no-effect control and ±100 the full control effect; nearly all actives have a fitted effect of over 60% in size
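Protein-peptide AlphaScreen: BAZ2B 50 nM, b-H3K14Ac 50 nM, 1x PBS pH 7.4 + 0.01% Tween-20. Preincubation 30 min RT; cpd 30 min RT (top 110 uM); beads 20 min RT, light-protected.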
POLH inh: DNA polymerase eta (human) inhibition; recombinant Pol eta, fluorescent DNA replication assay; Potency, µM (top dose mostly 114 µM), inactives show at the highest dose activity change, negative = inhibition, usual class: inhibitors; actives 1.2% (n = 390,000); AID 588591; further: on the % scale 0 is the no-effect control and ±100 the full control effect
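Pol eta at 10 nM preincubated with compounds 15 min at room temperature; reaction started with fluorescent substrate (50 nM final) and read kinetically at 0 and 10 min.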
Apoferritin bind: binds horse apoferritin like a general anesthetic. P02791. apoferritin/1-aminoanthracene competitive binding, fluorescence. Potency, µM (series often up to 77.5 µM), for the others: top-dose activity change, negative = displacement, actives largely listed as inhibitors. actives 0.074% (n = 350,000); further: on the % scale 0 is the no-effect control and ±100 the full control effect; nearly all actives have a fitted effect of over 20% in size
Target sequence (P02791 2-175 limits assumed): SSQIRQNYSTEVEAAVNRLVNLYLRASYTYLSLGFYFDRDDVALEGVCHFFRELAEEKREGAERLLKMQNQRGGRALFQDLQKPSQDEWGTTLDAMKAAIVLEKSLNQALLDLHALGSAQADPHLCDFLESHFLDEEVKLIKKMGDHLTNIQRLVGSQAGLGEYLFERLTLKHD
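Steps: apoferritin (10 uM) was premixed with half-saturated 1-AMA in PBS, compounds were pin-transferred, plates stood 10 min at room temperature, fluorescence was read at 380/535 nm, and curves were fitted with a Hill equation.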
POLI inh: blocks human DNA polymerase iota activity; Pol iota fluorescent replication assay, 10 min; Potency, µM (doses to about 115 µM), inactives show at the highest dose activity, negative = inhibition, actives largely listed as inhibitors; actives 1% (n = 390,000); AID 588590
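Fluorescent replication assay read twice, at 0 min and 10 min after adding 50 nM (final) substrate. Enzyme (10 nM) and compounds were first incubated 15 min at room temperature; enzyme-free buffer wells were negative controls.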
Pol kappa inh: DNA polymerase kappa (human) inhibition; Q9UBT6; purified Pol kappa, fluorescent DNA synthesis assay, 10 min; Potency, µM (doses to about 107 µM), for inactives: top-dose activity, negative = inhibition, usual class: inhibitors; actives 0.53% (n = 400,000); AID 588579; further: on the % scale 0 is the no-effect control and ±100 the full control effect
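Activity was followed as the change in fluorescence between reads at 0 and 10 min after starting the reaction with 50 nM substrate. Beforehand, 10 nM polymerase had been preincubated with compound for 15 min at room temperature.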
Starred values were filed as active, the others as inactive; u = inconclusive; x = not tested or not shown; & = joins results of further samples; [ ] = remark or other dose. The call rests on the fitted dose curve; in most records, active means well fitted curve in the direction sought with a large enough effect; inconclusive means small, poorly fitted or top-dose-only effect, or another doubt; inactive means no such curve, though single readings can be large; an effect the other way counts as inactive or inconclusive. Potency means the concentration at half of the fitted maximal effect. This is a subset, so the mix of outcomes need not match the whole.

item | structure | BLM inh | G9a block | APEX1 inh | Pol beta inh | BAZ2B inh | POLH inh | Apoferritin bind | POLI inh | Pol kappa inh
1 | CC(C)(C)Cn1c(=O)[nH]c(=O)c2cc([N+](=O)[O-])cnc21 | 1.2% | u | 2.7% | 51.6% | -4.9% | -15.2% | 2.1% | 19.8% | -4.1%
2 | COc1ccccc1C(=O)NCCSc1c(C)[nH]c2ccccc12 | -5.9% | u | x | 36.2% | u | -11.9% | 9.4% | -27.9% | -5.9%
3 | N#CC1=C(N)Oc2n[nH]c(-c3cccs3)c2C1c1ccoc1 (centres undefined) | -3.0% | u | -5.9% | -17.0% | -8.0% | u | -12.4% | u | -20.5%
4 | C[C@H](CO)N1C[C@H](C)[C@@H](CN(C)S(=O)(=O)c2cccs2)Oc2c(NC(=O)Nc3ccc4c(c3)OCO4)cccc2C1=O | x | x | 26.9% | x | x | -11.3% | x | 14.8% | 14.3%
5 | Cc1cccc(NC(=O)NN2CCN(C)CC2)c1C | -1.2% | x | -1.7% | 8.9% | -4.0% | -13.0% | -3.6% | 20.4% | -3.2%
6 | Oc1cc(-c2ccncc2)cc2cccnc12 | x | 10.5%[12.7 µM] | 15.1%&0.6% | x | 2.82µM* | -0.5% | x | u | -2.6%
7 | O=C(COc1ccccc1Cl)OCC(=O)N1CCN(S(=O)(=O)c2ccccc2)CC1 | -11.2% | -29.5%[59 µM] | u | u | -1.0% | -11.6% | 21.8% | -5.4% | -0.5%
8 | CCc1ccc(-c2nc(CSCC(=O)N3CCN(c4ccccn4)CC3)c(C)o2)cc1 | -1.8% | 51.7%[activator][59 µM] | -6.8% | 23.0% | 50.1µM* | -19.7% | u | 6.4% | -19.8%
9 | COc1ccc(CCNc2ccc(C(CC(N)=O)NC(=O)c3cc(C)cc(C)c3)cc2[N+](=O)[O-])cc1 (centres undefined) | -2.9% | x | 2.6% | -15.4% | u | -26.8% | -16.4% | 27.8% | -4.7%
10 | NS(=O)(=O)c1ccc(CNC(=O)Cc2ccccc2[N+](=O)[O-])cc1 | -3.2% | 29.7% | 45.5% | 0.0% | -14.6% | -5.8% | -4.8% | 22.2% | 9.5%
11 | O=C1CC(SC(=Nc2ccccc2)Nc2ccccc2)C(=O)N1c1ccc(Cl)cc1 (centres undefined) | -5.0% | -1.3%[0.501 µM] | u | -1.4% | u | -24.0% | -6.9% | 13.1% | -1.0%
12 | CCOc1ccc(N2CC(=O)Nc3ccccc3NCC2=O)cc1 | -0.9% | -2.4%[59 µM] | 3.2% | 0.2% | x | -11.7% | -11.7% | 1.0% | -4.3%
13 | CC(C)OC(=O)c1cc2c(ccn2-c2ccc(F)cc2)n1CC(=O)N1CCN(C(=O)c2ccco2)CC1 | -4.4% | x | 4.1% | 5.6% | 5.3% | -23.5% | -7.7% | 67.0%[activator] | -3.8%
14 | Cc1cc(=O)n2nc(N3CCCC3C(=O)NCc3ccccn3)sc2n1 (centres undefined) | -3.2% | 58.7%[activator][59 µM] | 1.1% | -4.6% | 8.9% | -13.8% | -6.3% | -7.3% | 0.8%
15 | COc1ccc(C(=O)N2CCC[C@@]3(CCN(c4cccc(-c5ccccc5)c4)C3)C2)cc1 | -5.5% | -20.7%[12.7 µM] | -1.1% | x | x | x | x | x | -11.9%[60.1 µM]
16 | O=C(Nc1ccc(N2CCOCC2)cc1)c1cc2ccccc2o1 | -6.3% | -22.3%[12.7 µM] | -1.1% | u | -36.8% | -2.3% | -1.8% | 14.8% | -3.0%
17 | O=C(COC(=O)c1nc(-c2ccccc2)n(-c2cccc(C(F)(F)F)c2)n1)NCc1cccs1 | 3.2% | -2.3%[59 µM] | -2.8% | 0.1% | -7.0% | -7.4% | -0.4% | 12.2% | -17.1%
18 | C#CCOCCOCCOCCNc1nc(N2CCN(C(=O)Cn3cc(CCCN=C(N)N)nn3)CC2)nc(N2CCN(C(=O)[C@H]([C@@H](C)O)n3cc(CCCCN)nn3)CC2)n1 | x | 7.3%[2.33 µM] | 25.0% | x | -12.2% | -5.8% | x | -23.0% | -4.2%
19 | COC(=O)c1c(SCC(=O)Nc2ccc(C)cc2)nc(=O)[nH]c1C | -7.8% | 2.5% | 4.4% | -27.0% | u | -2.8% | -7.7% | 103.8%[activator] | 9.7%
20 | COC(=O)c1ccc(N2C(=O)CC(NCc3ccccc3)C2=O)cc1 (centres undefined) | -2.6% | -19.8%[59 µM] | -2.3% | 23.4% | 9.0% | -2.1% | -14.9% | 10.1% | 2.9%
21 | COc1c(C)cc(C(=O)C2CCCN(C(=O)c3cc(C)on3)C2)cc1C (centres undefined) | -1.6% | -20.1% | 8.1% | 12.7% | -1.2% | -16.1% | -12.2% | 43.9%[activator] | 2.3%
22 | O=C(CSc1ccc(Br)cc1)N1CCOCC1 | -5.6% | 13.2% | 13.0% | 9.2% | -13.2% | 13.5% | -12.2% | 6.0% | 0.9%
23 | Cc1cc(=O)[nH]c(N2CCOCC2)n1 | 0.7% | x | -3.1% | -29.2% | -12.6% | 11.3% | -2.2% | -15.5% | -9.9%
24 | COC(=O)Nc1c(C)nn(Cc2ccccc2C)c1C | 4.1% | -4.0%[12.7 µM] | 14.5% | 22.5% | -1.4% | -4.5% | 3.0% | 9.7% | -11.7%
25 | COc1ccc(N2CCN(C(=S)Nc3ccccc3OC)CC2)cc1 | -5.0% | 22.5%[0.501 µM] | 9.6% | 42.7% | -9.5% | -18.2% | -8.1% | 114.6%[activator] | -16.3%
26 | COc1cccc(C(=O)Nc2nc3nc(-c4ccccc4)cc(=O)n3[nH]2)c1 | -12.3% | -12.4%[59 µM] | x | -12.1% | -4.6% | -19.0% | 5.8% | 2.9% | -23.8%
27 | CS(=O)(=O)N(CC(=O)NCCSc1ccccc1)c1ccc2c(c1)OCO2 | -2.0% | 4.3%[12.7 µM] | 0.5% | 12.9% | 4.4% | -12.2% | -4.8% | 27.1% | -4.7%
28 | O=c1c2sc3ccccc3c2n(Cc2cccc(C(F)(F)F)c2)c(=O)n1Cc1ccco1 | -5.7% | -2.2%[59 µM] | x | -15.5% | -14.5% | 0.4% | -9.6% | -0.1% | -7.4%
29 | CN(c1ccccc1)S(=O)(=O)c1ccc(C(=O)NNC(=O)c2ccccc2F)cc1 | x | 28.1%[59 µM] | 10.5% | x | 7.6% | -15.2% | x | -7.8% | 5.4%
30 | N#CCCn1c(=O)c(-c2cc(F)cc(F)c2)nc2cnc(N3CCOCC3)nc21 | -0.4% | -5.4%[0.501 µM] | 0.2% | x | x | x | x | x | -2.1%[60.1 µM]

Part of the list above in order of length of the SMILES, ascending.
item | structure | BLM inh | G9a block | APEX1 inh | Pol beta inh | BAZ2B inh | POLH inh | Apoferritin bind | POLI inh | Pol kappa inh
23 | Cc1cc(=O)[nH]c(N2CCOCC2)n1 | 0.7% | x | -3.1% | -29.2% | -12.6% | 11.3% | -2.2% | -15.5% | -9.9%
24 | COC(=O)Nc1c(C)nn(Cc2ccccc2C)c1C | 4.1% | -4.0%[12.7 µM] | 14.5% | 22.5% | -1.4% | -4.5% | 3.0% | 9.7% | -11.7%
25 | COc1ccc(N2CCN(C(=S)Nc3ccccc3OC)CC2)cc1 | -5.0% | 22.5%[0.501 µM] | 9.6% | 42.7% | -9.5% | -18.2% | -8.1% | 114.6%[activator] | -16.3%
21 | COc1c(C)cc(C(=O)C2CCCN(C(=O)c3cc(C)on3)C2)cc1C (centres undefined) | -1.6% | -20.1% | 8.1% | 12.7% | -1.2% | -16.1% | -12.2% | 43.9%[activator] | 2.3%
30 | N#CCCn1c(=O)c(-c2cc(F)cc(F)c2)nc2cnc(N3CCOCC3)nc21 | -0.4% | -5.4%[0.501 µM] | 0.2% | x | x | x | x | x | -2.1%[60.1 µM]
28 | O=c1c2sc3ccccc3c2n(Cc2cccc(C(F)(F)F)c2)c(=O)n1Cc1ccco1 | -5.7% | -2.2%[59 µM] | x | -15.5% | -14.5% | 0.4% | -9.6% | -0.1% | -7.4%

Next section:
item | structure | BLM inh | G9a block | APEX1 inh | Pol beta inh | BAZ2B inh | POLH inh | Apoferritin bind | POLI inh | Pol kappa inh
31 | COc1ccc(CN(C)c2ccc(-c3nc(-c4ccccc4)no3)cc2[N+](=O)[O-])cc1 | 0.5% | -35.4%[59 µM] | x | -1.2% | -9.5% | -14.6% | 1.3% | 7.3% | -10.8%
32 | O=C(NC12CC3CC(CC(C3)C1)C2)N(Cc1ccccc1)Cc1ccncc1 | -16.3% | 13.2%[59 µM] | 5.8% | -1.0% | -15.1% | -5.6% | -15.4% | 20.5% | 9.8%
33 | CCOC(=O)/C(C#N)=C/c1cn(CCC(=O)O)nc1-c1ccc(Cl)cc1 | 2.7% | -7.6% | -3.9% | -3.3% | -2.7% | -14.1% | -6.2% | 12.9% | -16.1%
34 | Cc1ccc(NC(=O)CN(C)S(=O)(=O)c2ccc(Cl)s2)c(O)c1 | x | 13.6%[12.7 µM] | -11.5% | x | 12.1% | -5.7% | x | u | -18.3%
35 | O=C(C1CCC(CNc2c(N3CCCCC3)c(=O)c2=O)CC1)N1CCc2ccccc2C1 (centres undefined) | -2.2% | u | 15.7% | -5.0% | 2.6% | -13.9% | -1.4% | -13.7% | -12.6%
36 | COc1ccc(C2c3c(-c4ccccc4)n[nH]c3C(=O)N2c2ccc(C(=O)O)cc2)c(OC)c1 (centres undefined) | 1.5% | 0.8%[59 µM] | x | 16.9% | x | -6.5% | -11.3% | 22.6% | 8.0%
37 | O=C(NCCc1ccc(F)cc1)Nc1ccc2c(c1)OCO2 | -4.6% | -9.0% | 2.1% | 16.6% | 1.8% | -16.0% | -12.2% | -1.6% | 4.2%
38 | COc1ccc(CNC(=O)COc2cc(O)c3c(c2)OC(C)(C)CC3=O)cc1 | -2.0% | 5.2%[12.7 µM] | 12.2% | -1.1% | -1.5% | -16.8% | -19.9% | 33.6%[activator] | -7.8%
39 | COc1ccccc1CNC(=O)C1CCCN(c2nn3cc(-c4ccc(F)cc4)nc3s2)C1 (centres undefined) | -3.9% | -4.3%[59 µM] | x | 0.5% | -1.0% | 19.3% | -4.1% | -13.5% | -2.2%
40 | CN1C(=O)C(C)(C)c2cc(S(=O)(=O)N3CCC(C(=O)NCc4ccc(F)cc4)CC3)ccc21 | 0.2% | 4.0% | 35.7% | 25.9% | -19.3% | -8.6% | -21.8% | -16.4% | 6.2%

Source: PubChem BioAssay
